PKA-R2B activ = activates the human PKA-R2B holoenzyme complex | 340,000 compounds, 0.079% hits | AID 504700 | PKA-R2B holoenzyme dissociation, Cy5-IP20 fluorescence polarization; R2B truncated from residue 108, S112A mutant; 0% DMSO only, 100% 113 µM cGMP | activation, % at 11.4 µM;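 active = activation above a cutoff set at the mean over all compounds plus 3 SD, cut at about 18% in these data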;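 note: higher means more holoenzyme dissociation and a rise in polarization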
C-LANA FP = KSHV C-LANA DNA binding inhibition; MBP-C-LANA/FAM-LBS DNA binding, fluorescence polarization; inhibition, % at 9 µM; 340,000 compounds, 0.078% hits; AID 504423;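 active = highest replicate inhibition at or above 60% at 9 µM, even if other replicates fall short; inactive = all replicates below 60% inhibition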;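 note: 0% = neutral control wells and 100% = 4 µM acridine orange control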
Rtt109 HAT inh = blocks Candida albicans Rtt109/Vps75 acetyltransferase activity; Q5AAJ8; purified Rtt109/Vps75, ThioGlo CoA-SH fluorescence, 4 h; inhibition, % at 34.9 µM; 330,000 compounds, 0.16% hits; AID 540336;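 active = inhibition of at least 50% in every replicate; inconclusive = best replicate reaches 50% inhibition but some replicates fall short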
Target sequence (Q5AAJ8 whole entry, looked up): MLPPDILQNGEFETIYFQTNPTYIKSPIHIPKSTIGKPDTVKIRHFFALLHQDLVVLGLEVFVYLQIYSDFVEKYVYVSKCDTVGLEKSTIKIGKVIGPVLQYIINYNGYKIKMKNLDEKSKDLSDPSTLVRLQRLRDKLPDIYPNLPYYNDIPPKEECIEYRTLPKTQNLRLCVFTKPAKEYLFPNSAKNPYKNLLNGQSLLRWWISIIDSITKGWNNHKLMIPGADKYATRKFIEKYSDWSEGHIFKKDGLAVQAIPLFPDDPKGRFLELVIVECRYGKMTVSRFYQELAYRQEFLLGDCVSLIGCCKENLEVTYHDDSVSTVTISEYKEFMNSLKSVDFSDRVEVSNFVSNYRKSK
CAL PDZ FP-1 = blocks peptide binding to human CAL PDZ domain. purified CAL PDZ, TMR-peptide fluorescence polarization, 1 h. AID 504414. 330,000 compounds, 0.02% hits. inhibition, % at 20 µM. Q9HD26;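 active = highest replicate inhibition of at least 40%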;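 note: plate controls were DMSO neutral control wells for no effect and unlabeled competitor peptide control wells for full effect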
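material = purified tagged CAL PDZ domain construct (CerCALP) | buffer or medium = sodium phosphate/NaCl buffer pH 7.4 with TCEP, IgG, Thesit | reagent = TMR-labelled reporter peptide T*-PRC34 bound in PDZ groove | incubation = 1 h room-temperature incubation prior to read | measured by = fluorescence polarization (mP) | evaluation = percent inhibition from loss of millipolarization | control set = unlabelled peptide and DMSO controls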
cardiac RTF act = cardiac RTF calcium sensitization | IANBD-labeled TnC RTF fluorescence at EC20 calcium; 0% EC20 calcium, 100% full calcium | activation, % at 7.2 µM | 340,000 compounds, 0.24% hits | AID 493008;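 active = activation above the mean over all tested compounds plus 3 SD, cut at about 30% in these data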;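 note: rise in fluorescence read as greater calcium sensitivity of cardiac thin filaments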
CAL PDZ FP-2 = blocks peptide binding to the human CAL PDZ domain; Q9HD26; purified CAL PDZ, TMR-peptide fluorescence polarization, 1 h; inhibition, % at 24.9 µM; 300,000 compounds, 0.92% hits; AID 602252;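 active = mean inhibition of at least 30% with at least half of replicates also reaching 30%; inconclusive = no clear call, values can overlap the other calls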;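 note: 0% = DMSO neutral control and 100% = excess unlabeled competitor peptide PRC23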
Keap1-Nrf2 PPI = Keap1-Nrf2 (human) interaction inhibition; Keap1 Kelch-Nrf2 peptide fluorescence polarization, 1536-well; inhibition, % at 9.4 µM; 340,000 compounds, 0.15% hits; AID 504523; in the data active = inhibition above about 12%; inconclusive = no clear call, values can overlap the other calls; inactive = below about 7.3%;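 note: human Keap1 Kelch domain with fluorescein labeled Nrf2 9mer peptide probe; 0% = neutral control wells and 100% = peptide positive control; higher means more block of Keap1 binding to Nrf2 peptide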
Target sequence (Q14145 whole entry, looked up, the tested form may be a part): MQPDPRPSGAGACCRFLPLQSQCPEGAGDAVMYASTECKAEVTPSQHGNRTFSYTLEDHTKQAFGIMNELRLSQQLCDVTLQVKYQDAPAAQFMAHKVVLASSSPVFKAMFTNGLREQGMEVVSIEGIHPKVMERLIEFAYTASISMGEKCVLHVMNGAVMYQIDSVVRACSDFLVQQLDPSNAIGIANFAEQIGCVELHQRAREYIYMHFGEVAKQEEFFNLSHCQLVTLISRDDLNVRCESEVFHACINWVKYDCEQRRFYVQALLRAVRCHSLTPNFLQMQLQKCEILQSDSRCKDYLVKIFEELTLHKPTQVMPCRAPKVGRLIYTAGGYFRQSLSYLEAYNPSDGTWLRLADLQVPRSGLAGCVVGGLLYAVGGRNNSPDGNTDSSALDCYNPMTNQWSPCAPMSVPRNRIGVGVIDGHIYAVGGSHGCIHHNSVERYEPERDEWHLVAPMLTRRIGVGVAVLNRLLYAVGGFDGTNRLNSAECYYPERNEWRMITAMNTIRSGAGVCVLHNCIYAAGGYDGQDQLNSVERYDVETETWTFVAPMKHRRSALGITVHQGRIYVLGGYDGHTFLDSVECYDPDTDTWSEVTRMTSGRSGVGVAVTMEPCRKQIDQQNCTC
DAGLB inh = blocks human DAGLB lipase activity; inhibition, % at 5.17 µM; Q8NCG7; 340,000 compounds, 0.059% hits; HEK293T DAGLB membrane lysate, EnzChek fluorogenic substrate; in the data active = inhibition above about 34%;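 note: 0% = enzyme with vehicle and 100% = wells lacking enzyme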
Cardiac RTF inh = cardiac RTF calcium desensitization; IANBD-labeled cardiac RTF, Ca2+ fluorescence; 340,000 compounds, 0.12% hits; P19429+P45379; inhibition, % at 7.15 µM;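 active = inhibition above the mean inhibition of all tested compounds plus 3 SD, cut at about 17% in these data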;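 note: assay run at fixed EC70 calcium of 1.6 mM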
SR-BI DiI-HDL act = enhances SR-BI lipid uptake from DiI-HDL. CHO ldlA[mSR-BI] cells, DiI-HDL uptake fluorescence, 3 h; 100 = double the neutral-control signal. activation, % at 12.5 µM. 320,000 compounds, 0.096% hits. AID 504775;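 active = mean replicate activation of at least 60% and every replicate at or above 60%; inconclusive = mean or all-replicate condition met, but not both; inactive = mean below 60% and not all replicates reaching 60%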;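 note: 0% = median plate neutral-control signal and 100% = twice that signal; values of inactives mirror those of a sister screen read the other way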
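Material: SR-BI-overexpressing, LDLR-lacking CHO cells; schedule: compound exposure 3 h, 37 °C; reagent: DiI-labelled HDL at 10 µg/mL final; technique: bottom-read fluorescence, 550/595 nm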
* hit, by the source's call; ? = inconclusive; / = no result given.

Below each compound: CAL PDZ FP-1	Keap1-Nrf2 PPI	Cardiac RTF inh	SR-BI DiI-HDL act	Rtt109 HAT inh	DAGLB inh	CAL PDZ FP-2	cardiac RTF act	PKA-R2B activ	C-LANA FP
- CCOC(=O)N1CCC(=NNC(=O)NC2CCCCC2)CC1
  -0.2	4	9	-1	4	1	/	1	4	0.5
- CCN(CC(=O)Nc1ccc2c(c1)OCCO2)C(=O)c1ccc(C(F)(F)F)cc1
  -1.3	0	-16	-7	-7	-1	7	2	4	1.0
- Cc1cc(NC(=O)Cn2nnc(-c3ccccc3NC(=O)c3ccccc3F)n2)no1
  -0.7	-4	-7	/	-10	0	0	-1	-23	0.3
- CN1CCN(C(=O)CCc2ccc(S(=O)(=O)NC3CCCCC3)cc2)CC1
  -0.3	1	-9	25	1	2	4	-3	0	-1.6
- COc1ccc(NC(=O)C2CCCN2S(=O)(=O)c2ccc(Cl)cc2)cc1 (centres undefined)
  0.6	-6	-2	/	-5	0	3	-1	0	0.7
- C=CCN1C(=O)CN=C1Nc1ccc(F)cc1
  0.1	0	-5	25	0	0	-1	-5	-14	-0.1
- CCCCNc1ncnc2c1cnn2-c1ccccc1
  -6.2	-1	0	-29	5	-4	6	2	-5	-0.5
- CCOC(=O)C(=O)Nc1nnc(CCc2ccccc2)s1
  0.3	-6	-1	-11	-21	1	0	2	2	-0.7
- CN1CCC(OC(c2ccccc2)c2ccc(Cl)cc2)C1 (centres undefined)
  -0.3	-3	-1	10	-7	0	2	-9	-1	1.3
- CCOC(=O)C1=C(C)NC(=O)NC1c1ccoc1 (centres undefined)
  1.3	-3	2	22	1	1	2	-3	-7	1.1
- COc1ccc(Cc2nnc(NC(C)=O)s2)cc1
  0.2	-3	-3	13	3	-4	-2	10	13	-0.7
- COC(=O)c1ccccc1-c1ccc(/C=C2\C(=O)N(c3ccccc3)N=C2c2ccccc2)o1
  -2.2	0	-4	-19	-6	1	-5	10	-6	2.4
- FC(F)Oc1ccccc1NC(=S)NCc1ccco1
  -0.6	0	-1	17	-11	-4	/	4	8	0.8
- Cn1ncc([N+](=O)[O-])c1C(=O)Nc1ccccc1
  2.6	0	-3	4	-1	0	-2	-5	1	1.2
- CCOc1ccc(NC(=O)CCN2CCN(S(=O)(=O)c3ccc(OC)cc3)CC2)cc1
  0.4	1	1	10	5	1	-3	1	2	2.8
- Cc1cc(-c2nnc(CCC(=O)N3CCN(Cc4cccnc4)CC3)o2)c(C)o1
  0.2	-4	-6	5	14	-1	0	7	-13	2.4
- COc1cc(CNc2ccc(N3CCN(C(C)=O)CC3)cc2)ccc1OCc1ccc(F)cc1
  1.4	3	-1	-27	9	4	-3	7	-12	0.6
- O=C(Nc1ccccc1)Nc1cccc(-c2nnco2)c1
  -6.3	-4	7	-7	-5	-6	-7	-10	-7	4.2
- CC(C)CNS(=O)(=O)c1ccc(CCC(=O)Nc2ccc3c(c2)OCO3)cc1
  -0.9	-6	-8	/	-7	0	-5	5	-9	0.7
- O=C(c1cc2ccccc2o1)N1CCOCC1
  1.0	-1	-8	7	18	0	-3	-2	2	-0.3
- COC(=O)C1=C(C)NC(=O)/C1=C/c1ccc(CNS(=O)(=O)c2ccc(C)cc2)o1
  -0.6	-2	-2	-15	1	3	0	-6	4	0.6
- CCCCOc1ccc(NC(=O)[C@@H]2CCCN2C(=O)C2CCN(S(=O)(=O)c3ccc(C)cc3)CC2)cc1
  -1.2	-1	2	20	8	-4	-1	-1	-13	0.1
- CN(C(=O)C12CC3CC(CC(C3)C1)C2)C1(C)CCS(=O)(=O)C1 (centres undefined)
  -1.8	1	3	12	8	-2	0	3	-6	-0.6
- COc1cc(/C=C2\C(=N)N3N=C(S(C)(=O)=O)SC3=NC2=O)ccc1OCCOc1ccc(C)cc1
  -1.5	0	-11	3	3	-3	-2	-6	-4	2.9
- Cc1ccnc2nc(C(=O)NC3CCCc4ccccc43)nn12 (centres undefined)
  -2.4	5	0	-24	9	-1	-4	4	4	0.9
- Cc1ccc2c(c1)C1CN(C)CCC1N2C(=S)NC(=O)c1ccc(Cl)cc1Cl (centres undefined)
  -0.7	?	5	7	6	-2	-2	-2	5	0.7
- COc1ccc(NC(=O)CN2CCN(c3ccccc3F)CC2)cc1
  -5.4	-6	-6	-3	7	-8	-2	0	2	-1.4
- CC(C(=O)N1CCN(c2ccccc2)CC1)c1ccc([N+](=O)[O-])cc1 (centres undefined)
  -1.1	3	-5	-4	1	0	-8	-1	-14	-0.6
- CCOC(=O)C1=C(CSc2nc(-c3ccccc3)ccc2C#N)OC(N)=C(C#N)C1c1ccccc1 (centres undefined)
  -1.1	-5	-11	-4	-5	-4	-4	0	-2	4.6
- CCC(=O)N1CCc2cc(S(=O)(=O)N(C)c3ccc(Br)cc3)ccc21
  -1.6	-5	-11	-31	-10	0	-4	-1	-10	-1.8
- O=[N+]([O-])c1cccc(Oc2cnccn2)c1
  -1.1	-1	-3	/	-1	-2	2	-4	-1	-0.4
- CCn1c2ccccc2c2cc(NC(=O)c3ccccc3[N+](=O)[O-])ccc21
  -0.1	-3	5	-54	-3	6	-2	-6	-8	0.6
- COc1cc2c(cc1OC)[C@@H](NC(=O)c1ccc(C(F)(F)F)cc1)[C@H](OCc1ccccc1)C2
  0.0	-3	-1	-14	-8	-2	-6	-3	-1	0.5
- COc1ccc(CCNC(=O)COc2ccc(C)nc2[N+](=O)[O-])cc1
  0.5	2	10	-1	-14	0	/	1	3	-1.2
- O=C(O)c1nn(CCOc2cccc(Cl)c2)c(=O)c2ccccc12
  -3.1	-4	3	-6	-5	-2	-4	-1	-16	-1.2
- CCOC(=O)N1CCC(N2Cc3cccc(C(=O)O)c3C2=O)CC1
  -0.3	-4	-3	0	-8	1	/	-1	7	1.3
- Cc1ccc(OCC(=O)NCCNC(=O)c2cnccn2)cc1
  -1.0	-3	4	/	6	3	/	-4	8	-1.7
- O=C(Nc1ccccc1)c1ccc(COc2ccccc2)cc1
  -0.4	-4	1	3	-11	-1	4	0	-15	1.3
- CCOC(=O)Cc1cc(=O)n2[nH]c(C)c(-c3ccccc3)c2n1
  0.3	-2	-4	10	3	3	/	4	-5	0.0
- COc1ccccc1N1CCN(Cc2cc(=O)c(OCC(=O)NC3CCCC3)co2)CC1
  -2.2	5	0	-8	7	0	-1	-5	-6	-0.3
- O=C(c1ccc(S(=O)(=O)Nc2cccc(C(F)(F)F)c2)cc1)N1CCC1
  -1.9	-1	-2	14	-2	3	-5	-1	8	0.9
- O=C(OC1CCOC1=O)c1cccc(S(=O)(=O)Nc2ccc(F)cc2)c1 (centres undefined)
  -0.7	-4	5	-6	-4	2	-3	10	1	1.1
- O=CNc1ccc(S(=O)(=O)NCc2ccccc2)cc1
  -0.5	2	0	11	-21	-3	/	-3	2	-1.2
- COc1ccc(NC(=O)C2(N(CC(C)C)C(=O)Cn3nnnc3N)CCCCC2)cc1
  /	-3	-1	9	1	0	0	3	-10	0.0
- CCOc1ccc(NC(=O)Cc2ccc(S(=O)(=O)N3CCOCC3)s2)cc1OCC
  -1.8	-8	4	-5	6	-1	0	-8	7	-0.9
- Cc1ccc(NC(=O)Cn2ccc([N+](=O)[O-])n2)cc1Cl
  -1.5	2	5	-17	-8	0	-5	2	-4	-1.1
- CC1=C(C(=O)Nc2ccc(Cl)cc2C(=O)N2CCC(C(N)=O)CC2)SCCO1
  -0.9	-6	7	/	6	0	0	3	-5	-0.2
- Cc1ccc2c(Cl)c(C(=O)NCC(c3ccco3)N3CCCC3)sc2c1 (centres undefined)
  -1.5	-2	0	-5	0	-3	75*	3	-13	0.9
- Cc1nsc(Nc2ccc([N+](=O)[O-])cc2)c1C#N
  0.1	-2	-7	-23	7	0	0	5	2	0.0
- CC(C)n1cnc2c(NCc3ccccc3)cc(N[C@H](C)CO)cc21
  -0.9	-12	-35	24	4	-4	0	26	-1	2.3
- CCN1C(=O)CSC1=Nc1ccc(C(=O)O)cc1
  -4.1	-5	-10	-11	-4	-3	-2	8	-14	-2.1
- Brc1ccc(NC(c2ccccc2)c2ccncc2)cc1 (centres undefined)
  /	-5	-5	18	19	0	0	1	2	-1.1
- O=C(NCC(c1ccco1)N1CCCCC1)c1ccc(S(=O)(=O)Nc2ccccc2Cl)cc1 (centres undefined)
  -0.2	1	1	12	-10	2	-1	-1	-9	-2.1
- CC(NC(=O)c1ccco1)C(c1cccs1)N1CCOCC1 (centres undefined)
  -2.0	-4	-5	11	-4	4	/	5	-15	-0.2
- COc1ccc(C2CC(c3ccccc3O)=NN2c2ccccc2)cc1 (centres undefined)
  -0.6	-1	-18	-55	15	-6	-2	4	-6	-1.3
- Cc1ccc(Cc2nnc(SCC(=O)Nc3ccc(C)cc3C)[nH]c2=O)cc1
  -0.9	-3	-9	16	0	5	/	3	-9	0.4
- O=C(CN(Cc1ccc(F)cc1)C(=O)c1csnn1)NC1CCCC1
  -1.6	1	2	4	19	-4	-4	-8	0	0.0
- COCCNC(=O)c1ccccc1NC(=O)COc1ccccc1
  -0.2	2	7	-10	-13	-2	/	3	1	0.7
- CCc1ccc(-c2cc(C(F)(F)F)n3nc(C(=O)Nc4c(C)nn(Cc5ccccc5C)c4C)cc3n2)s1
  -1.3	-7	9	-57	-5	0	1	9	-8	-0.1
- CN(CC(=O)NC(=O)NC1CCCCC1)Cc1ccccc1
  -2.6	-2	-14	13	-10	-3	-7	2	3	-1.4
- CC(=O)COc1ccc2c(c1C)O/C(=C\c1ccco1)C2=O
  0.9	2	-17	-9	-4	-6	-4	3	1	0.0
- NC(=S)c1ccc[n+]([O-])c1
  -1.5	-5	-4	27	12	-2	/	-3	-5	-0.2

Three compounds drawn at random from the list so far:
Below each compound: CAL PDZ FP-1	Keap1-Nrf2 PPI	Cardiac RTF inh	SR-BI DiI-HDL act	Rtt109 HAT inh	DAGLB inh	CAL PDZ FP-2	cardiac RTF act	PKA-R2B activ	C-LANA FP
- O=C(CN(Cc1ccc(F)cc1)C(=O)c1csnn1)NC1CCCC1
  -1.6	1	2	4	19	-4	-4	-8	0	0.0
- Brc1ccc(NC(c2ccccc2)c2ccncc2)cc1 (centres undefined)
  /	-5	-5	18	19	0	0	1	2	-1.1
- CC(C)n1cnc2c(NCc3ccccc3)cc(N[C@H](C)CO)cc21
  -0.9	-12	-35	24	4	-4	0	26	-1	2.3
